NR3A LBD binder: binders of NR3A ligand-binding domain, primary screen, biophysical, differential scanning fluorimetry, uHTS | 340,000 compounds, 2.5% hits | NR3A LBD differential scanning fluorimetry, Tm shift; 0% = protein alone, 100% = glycine-bound protein | Tm shift relative to glycine control, % at 25 µM;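 active = melting temperature shift of at least 10% of the positive control shift, at one fixed dose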
MPTP inh: mitochondrial permeability transition pore inhibitors, primary screen, biochemical, isolated mouse mitochondria, absorbance. 360,000 compounds, 1.4% hits. Ca2+ swelling absorbance, 30 min. inhibition, % at 10 µM;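 active = inhibition of 50% or more, scaled per plate between neutral and stimulator controls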;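 also: 0% = DMSO wells given calcium and 100% = 1 mM EGTA wells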
mIAP inh: inhibitors of mouse IAP, primary screen, biochemical, luminescence, uHTS; intestinal alkaline phosphatase [Mus musculus]; purified mouse IAP, CDP-Star luminescence, 30 min; inhibition, % at 10 µM; 330,000 compounds, 0.2% hits;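 active = inhibition of at least 40% at 10 µM in the primary screen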;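 also: plate controls were DMSO with enzyme for no effect and no enzyme wells for full effect; values of inactives mirror those of a sister screen read the other way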
A3G deaminase: APOBEC3G DNA deaminase inhibitors, primary screen, biochemical, fluorescence, single-stranded DNA substrate, uHTS. DNA dC->dU-editing enzyme APOBEC-3G (Homo sapiens), Q9HC16. recombinant A3G, ssDNA deamination FAM/TAMRA fluorescence. inhibition, % at 20 µM. 330,000 compounds, 0.28% hits. AID 493012, 2011;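 active = inhibition of at least 40% at 20 µM, with no more than 30% in the related APOBEC3A deaminase screen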;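 also: plate controls were DMSO wells with A3G for no effect and wells lacking A3G enzyme for full effect; some compounds called inactive have numbers as strong as hits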
mIAP activ: activators of mouse IAP, primary screen, biochemical, luminescence, uHTS; activation factor at 10 µM; intestinal alkaline phosphatase [Mus musculus]; muIAP, CDP-Star luminescence, 30 min; hits give high values; 1 = vehicle-only enzyme signal, 0 = enzyme-free wells; AID 2805, 2010; 330,000 compounds, 0.24% hits;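 active = activation factor of at least 2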; also: the source names both 10 and 20 µM as test concentration; values of inactives mirror those of a sister screen read the other way
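also added = chemiluminescent substrate CDP-Star | test system = mouse IAP enzyme | signal = chemiluminescence readout | compound = DMSO-dissolved test compounds | incubation = 30 min at room temperature | benchmarks = DMSO wells, no-enzyme wells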
APOBEC3A inh: APOBEC3A ssDNA deaminase inhibitors, primary screen, selectivity assay for APOBEC3G inhibitor project, biochemical, FAM/TAMRA oligo cleavage fluorescence; DNA dC->dU-editing enzyme APOBEC-3A (Homo sapiens), P31941; recombinant A3A, FAM/TAMRA ssDNA deamination fluorescence; inhibition, % at 20 µM; 330,000 compounds, 0.41% hits;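 active = at least 40% inhibition at 20 µM here, with at most 30% in a related deaminase screen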;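 also: plate controls were A3A with DMSO for no effect and wells lacking A3A enzyme for full effect; some results filed as inactive read as strong as hits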
Target sequence (P31941 whole entry, looked up): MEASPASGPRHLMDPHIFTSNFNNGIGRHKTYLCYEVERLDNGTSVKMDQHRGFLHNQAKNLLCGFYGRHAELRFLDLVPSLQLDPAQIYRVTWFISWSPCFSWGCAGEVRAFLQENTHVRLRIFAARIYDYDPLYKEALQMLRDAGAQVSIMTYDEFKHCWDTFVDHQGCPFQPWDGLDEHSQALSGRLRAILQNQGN
hIAP inh: human IAP inhibitors, primary screen, biochemical, luminescence, uHTS. Intestinal-type alkaline phosphatase (Homo sapiens), P09923. purified IAP, CDP-Star luminescence, 30 min. inhibition, % at 10 µM. 330,000 compounds, 0.12% hits. AID 2544, 2010;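 active = inhibition reaching a set limit with compound at 10 µM in the primary screen, cut at about 35% in these data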;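 also: plate controls were DMSO wells with enzyme for no effect and no-enzyme buffer wells for full effect; values of inactives mirror those of a sister screen read the other way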
Target sequence (P09923 whole entry, looked up): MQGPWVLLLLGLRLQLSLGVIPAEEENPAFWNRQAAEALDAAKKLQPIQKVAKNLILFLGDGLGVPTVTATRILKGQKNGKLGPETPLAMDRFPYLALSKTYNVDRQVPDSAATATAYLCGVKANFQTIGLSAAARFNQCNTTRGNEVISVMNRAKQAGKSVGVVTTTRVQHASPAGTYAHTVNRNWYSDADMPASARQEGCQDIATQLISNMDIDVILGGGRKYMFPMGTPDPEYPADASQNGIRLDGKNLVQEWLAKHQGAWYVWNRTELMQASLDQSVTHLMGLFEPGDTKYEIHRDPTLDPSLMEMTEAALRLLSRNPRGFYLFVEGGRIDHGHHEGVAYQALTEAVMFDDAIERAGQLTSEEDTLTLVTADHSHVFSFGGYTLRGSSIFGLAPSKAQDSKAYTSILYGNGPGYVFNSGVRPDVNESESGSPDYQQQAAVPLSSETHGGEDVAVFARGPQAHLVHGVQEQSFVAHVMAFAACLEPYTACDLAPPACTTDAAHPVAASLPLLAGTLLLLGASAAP
MIN6 prolif: inducers of MIN6 beta-cell proliferation, primary screen, ATP luminescence, uHTS | MIN6 cells proliferation, ATPlite luminescence, 48 h; cells starved in 0.2% serum; 100% = growth in 10% serum | proliferation, % at 10 µM | 330,000 compounds, 0.29% hits | AID 2380, 2010;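 active = compounds whose signal lies at least 3.5 SD above the mean of all wells on their plate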;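 also: 0% = DMSO-treated cells in low-serum medium and 100% = 10% serum control; some compounds called inactive have numbers as strong as hits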
hIAP activ: human IAP activators, primary screen, biochemical, luminescence, uHTS; 330,000 compounds, 0.16% hits; purified human IAP, CDP-Star luminescence, 30 min; hits give high values; 1 = vehicle-only enzyme, 0 = enzyme-free background; Intestinal-type alkaline phosphatase (Homo sapiens), P09923; activation factor at 10 µM;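 active = activation factor of the enzyme at least 2-fold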; also: the source names both 10 and 20 µM as test concentration; values of inactives mirror those of a sister screen read the other way
Active calls of the source: *; x = not tested or not shown.

Results follow in this order: NR3A LBD binder	MPTP inh	mIAP inh	A3G deaminase	mIAP activ	APOBEC3A inh	hIAP inh	MIN6 prolif	hIAP activ
1. O=C(Nc1sc2c(c1C(=O)O)CCC2)C(=O)N1CCOCC1
  -1	-1.5	14	7	0.86	19	-23	-1	1.2
2. CCN(C[C@H]1N[C@@](CC)(C(=O)OC)[C@H]2C(=O)N(Cc3ccccc3)C(=O)[C@@H]12)C(=O)Nc1ccc(C)cc1
  -1	-1.3	-10	0	1.1	-1	-4	-2	1
3. CC1=C(C(=O)NCc2ccccc2)C(c2cccnc2)n2ncnc2N1 (centres undefined)
  0	-4.7	0	-6	1	-15	-4	-3	1
4. CC(=O)Nc1cnc2ccccc2n1
  -3	3.4	1	-4	0.99	-1	1	1	0.99
5. COc1ccc(N=Cc2c(O)ccc3ccccc23)cc1
  2	1.7	3	7	0.97	-3	3	-2	0.97
6. CCOC(=O)c1c(N)nn(C(=O)C(C)C)c1-c1ccc(OC)cc1
  -4	-0.3	7	-3	0.93	-1	7	-3	0.93
7. Cc1cccc(C(=O)N/N=C/c2ccoc2)c1
  1	-0.5	10	14	0.9	10	-3	1	1
8. Cc1[nH]oc(=O)c1N=Nc1c(Cl)cccc1Cl
  -2	33	12	-6	0.88	-5	-5	0	1
9. CCOc1cc(CNc2ccc3c(c2)CCC3)ccc1OC
  x	x	2	-4	0.98	-3	14	-1	0.86
10. CCOC(=O)N1CCN(C(=O)c2cnn3c(C)c(Cc4ccc(C)cc4)c(C)nc23)CC1
  1	-0.7	-4	-4	1	-3	-5	-4	1.1
11. O=C(CCC(=O)N(CC(=O)NC1CCCC1)Cc1ccccc1Cl)Nc1nccs1
  0	0.1	-5	-2	1	-1	-6	0	1.1
12. COc1ccccc1OCCSc1nnc(C)n1-c1ccccc1
  3	-0.3	-2	-4	1	-1	-10	0	1.1
13. CCC1CCCN1Cn1cnc2c([nH]c3ccc(C)cc32)c1=O (centres undefined)
  0	0.7	3	-3	0.97	1	-4	-2	1
14. CCN(CC)S(=O)(=O)c1ccc(C(=O)OCC(=O)N2CCN(C(=O)c3ccco3)CC2)cc1
  -3	-1.8	7	-4	0.93	0	-5	0	1
15. CC1=N/C(=C\c2ccccc2Cl)C(=O)O1
  -5	1.4	0	0	1	-1	-6	-2	1.1
16. Cc1ccc(N2C(=S)NC3c4cc(Cl)ccc4OC2(C)C3C(=O)N(C)C)cc1 (centres undefined)
  0	-1.8	2	-13	0.97	-3	-7	10*	1.1
17. COc1cccc(NC(=O)C2CSC3(C)CCC(=O)N23)c1 (centres undefined)
  -1	1.6	-3	-6	1	1	-7	-1	1.1
18. Cc1cc(C)n2nc(C(=O)N/N=C/c3cccs3)nc2n1
  0	-3.2	0	-6	1	2	2	1	0.98
19. COc1ccc(Nc2nc(N)c([N+](=O)[O-])c(N3CCCC3)n2)cc1
  -7	1.0	-3	-8	1	-2	6	-4	0.94
20. CCOC(=O)CSc1nc2cc3c(cc2cc1C)OCO3
  0	-1.3	-4	-1	1	-3	2	4	0.97
21. O=C1c2ccccc2C(O)(c2ccccc2)N1c1ccncc1 (centres undefined)
  4	0.4	-9	-9	1.1	-5	1	1	0.99
22. CC1(C)C(=O)Nc2ccccc2N1C(=O)COC(=O)C12CC3CC(CC(O)(C3)C1)C2
  1	-0.3	6	7	0.94	14	3	2	0.97
23. CCCC(=O)Nc1c2c(nn1-c1ccc(C)cc1C)CSC2
  0	2.5	-6	-3	1.1	-6	16	-4	0.84
24. N#CC1=C(N)N(c2ccccc2)C(c2ccco2)C1(C#N)C#N (centres undefined)
  4	-0.3	3	-6	0.97	-3	8	-3	0.92
25. CC(=O)C1=C(C)Nc2ncnn2C1c1ccccc1 (centres undefined)
  -1	-0.8	-2	-6	1	-4	-7	-5	1.1
26. CCC1NC(=S)NC(C)=C1C(=O)c1ccccc1 (centres undefined)
  -1	-1.3	16	-1	0.84	-1	7	-4	0.93
27. CC1CCCN(C(=O)CCS(=O)(=O)Cc2ccccc2)C1 (centres undefined)
  -3	0.6	1	2	0.99	1	7	-1	0.93
28. COc1ccc(S(=O)(=O)N2CCC(C(=O)NCCC(=O)NCc3ccncc3)CC2)cc1
  1	-4.3	2	-7	0.98	-7	29	5	0.71
29. COc1ccc(-c2cc(=O)[nH]c(=S)[nH]2)cc1
  1	0.0	-7	-5	1.1	-3	-11	-2	1.1
30. COc1ccc(Nc2nc(C(=O)N3CCc4ccccc4C3)cs2)cc1
  -23	0.2	-16	0	1.2	3	-12	-3	1.1

Going on with the list.
Results follow in this order: NR3A LBD binder	MPTP inh	mIAP inh	A3G deaminase	mIAP activ	APOBEC3A inh	hIAP inh	MIN6 prolif	hIAP activ
31. CC(NC(=O)c1ccco1)C(=O)O (centres undefined)
  7	-0.2	-7	-11	1.1	-3	13	-4	0.87
32. CN(Cc1ccccc1)C(=O)COC(=O)c1ccc(Cl)cc1N
  1	-2.8	-4	-4	1	-4	-15	0	1.1
33. CCCCC(=O)Nc1ccc(Cl)cn1
  1	-0.8	-4	-5	1	-3	-22	-4	1.2
34. Cc1nnc(NC(=O)CSc2nnc(Cc3cccn3C)n2-c2cccc(C)c2C)s1
  x	x	2	-4	0.98	-5	-8	2	1.1
35. Cc1nc(SCCO)c2oc3ccccc3c2n1
  1	-0.5	7	-2	0.93	-1	-9	2	1.1
36. Cc1ccc(-n2nc(N)c3c(=O)oc(N(C)C)nc32)cc1
  3	-2.0	11	-10	0.89	-1	6	1	0.94
37. COc1ccc(N(CC(=O)Nc2ccccc2C(=O)N2CCCC2)S(C)(=O)=O)cc1
  0	-3.1	6	-6	0.94	-1	-10	7	1.1
38. CCCn1c(=O)c(C(=O)c2ccccc2)nc2ccccc21
  -1	-2.1	-4	-3	1	-2	-5	-2	1.1
39. CC1(c2nnc(Cc3ccccc3)o2)CC(c2ccc(OC(F)(F)F)cc2)=NO1 (centres undefined)
  -3	27	1	8	0.99	4	-19	-6	1.2
40. COc1ccc(C(CC(=O)O)n2cnnn2)cc1 (centres undefined)
  1	0.3	-2	-9	1	-4	-4	-1	1
41. C/C=C(\C)C(=O)OC1c2c(ccc3ccc(=O)oc23)OC(C)(C)C1OC(C)=O (centres undefined)
  1	1.6	14	-8	0.86	-1	8	-1	0.92
42. O=C(Nc1ccc(Br)cc1)c1cccc(NC(=O)C2C3CC4OC(=O)C2C4C3)c1 (centres undefined)
  -9	3.4	-6	-5	1.1	0	-2	-2	1
43. Cc1ccc(SCCc2cc[n+](CC(=O)c3ccccc3)cc2)cc1
  1	1.1	1	-11	0.99	-7	0	-5	1
44. COC(=O)c1ccc(NC(=O)CN(C2CCCCC2)S(C)(=O)=O)cc1
  1	-0.2	-23	-6	1.2	-7	-32	-1	1.3
45. Cc1nnc(SCC(=O)N2c3ccccc3CC2C)[nH]c1=O (centres undefined)
  0	1.4	-8	-8	1.1	-1	-4	-2	1
46. O=C(c1cc2nc(-c3ccccc3)cc(C(F)(F)F)n2n1)N1CCOCC1
  -3	0.2	6	-1	0.94	4	-20	0	1.2
47. c1ccc(Cn2nnc3c(NCC4CCCO4)nc(C4CC4)nc32)cc1 (centres undefined)
  -2	-2.1	6	-7	0.94	-2	0	2	1
48. O=C(CCN1C(=O)c2ccccc2S1(=O)=O)NCc1ccc(F)cc1
  3	-1.8	6	5	0.94	-1	-13	-4	1.1
49. Cc1sc2nc(-c3ccco3)oc(=O)c2c1C
  0	1.8	8	0	0.92	1	-34	-1	1.3
50. COc1ccccc1CC(=O)Nc1ccc(-c2nnc(-c3ccco3)o2)cc1
  4	2.1	9	-3	0.91	-2	0	0	1
51. CCc1ccc(N(C(=O)c2csnn2)C(C(=O)NC2CCCCC2)c2cccnc2)cc1 (centres undefined)
  -3	1.1	-5	-12	1	-5	-5	2	1
52. Cc1cc(O)c(-c2cc(C(=O)Nc3ccc(S(=O)(=O)N4CCOCC4)cc3)[nH]n2)cc1C
  32*	18	2	1	0.98	2	-60	-4	1.6
53. Cc1ccc(F)cc1NC(=O)CSc1nnc(CNC(=O)c2ccco2)n1C
  1	0.0	7	5	0.93	-1	0	-3	0.99
54. CC1(C)Oc2ccc(C(=O)NC3CCCC3)cc2N(CC(=O)NC2CCCCC2)C1=O
  5	1.8	-6	0	1.1	3	20	-1	0.8
55. O=C(/C=C/Nc1ccc(F)cc1)c1ccco1
  15*	-1.6	3	4	0.97	20	-5	-4	1
56. COc1ccc(/C=N/NC(=O)c2cccnc2)c(C(=O)O)c1OC
  -1	2.8	-4	-7	1	-3	2	-2	0.98
57. CCOC(=O)c1cc(C#N)c(SC)nc1C
  0	1.5	7	-6	0.93	-3	5	2	0.95
58. C=CCN(C(=O)Cn1nc(C)n2c(cc3cc(C)ccc32)c1=O)c1ccccc1
  -1	-0.4	8	-7	0.92	-1	-37	0	1.4
59. CCOc1c(Cl)cc(CNCC(C)C)cc1OC
  0	-0.2	-2	-3	1	0	-5	0	1

A draw from above in order of formula weight, low to high:
Results follow in this order: NR3A LBD binder	MPTP inh	mIAP inh	A3G deaminase	mIAP activ	APOBEC3A inh	hIAP inh	MIN6 prolif	hIAP activ
31. CC(NC(=O)c1ccco1)C(=O)O (centres undefined)
  7	-0.2	-7	-11	1.1	-3	13	-4	0.87
35. Cc1nc(SCCO)c2oc3ccccc3c2n1
  1	-0.5	7	-2	0.93	-1	-9	2	1.1
41. C/C=C(\C)C(=O)OC1c2c(ccc3ccc(=O)oc23)OC(C)(C)C1OC(C)=O (centres undefined)
  1	1.6	14	-8	0.86	-1	8	-1	0.92
